M4 antag: blocks acetylcholine activation of human M4 receptor; inhibition, % at 3 µM; hit rate 0.73% among 360,000; CHO-hM4 cells, ACh EC80, Fluo-8 calcium fluorescence;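 active means inhibition above its plate's cutoff, the mean inhibition of sample wells plus 3 SD, cut at about 27% in these data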;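 further: 0% = acetylcholine EC80 with DMSO and 100% = DMSO without agonist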
Target sequence (P08173 whole entry, looked up): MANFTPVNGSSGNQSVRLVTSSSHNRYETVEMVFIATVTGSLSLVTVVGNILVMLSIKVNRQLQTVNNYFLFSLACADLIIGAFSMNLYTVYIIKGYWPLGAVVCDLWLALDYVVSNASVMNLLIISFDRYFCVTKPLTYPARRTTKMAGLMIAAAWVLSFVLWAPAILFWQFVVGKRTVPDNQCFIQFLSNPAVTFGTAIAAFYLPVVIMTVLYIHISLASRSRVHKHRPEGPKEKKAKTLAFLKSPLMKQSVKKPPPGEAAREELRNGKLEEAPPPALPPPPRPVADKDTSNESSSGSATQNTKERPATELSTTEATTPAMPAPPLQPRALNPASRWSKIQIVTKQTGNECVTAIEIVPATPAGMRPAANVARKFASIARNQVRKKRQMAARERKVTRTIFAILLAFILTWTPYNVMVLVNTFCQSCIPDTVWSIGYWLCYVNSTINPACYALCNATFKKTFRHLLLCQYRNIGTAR
M5 antag: CHRM5 antagonism in calcium assay; P08912; CHO-hM5 cells, Fluo-8 calcium fluorescence, ACh EC80; inhibition, % at 3 µM; hit rate 0.59% among 360,000;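 active means inhibition above a per-plate cutoff, the mean of that plate's test compounds plus 3 SD, cut at about 27% in these data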;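 further: 0% = acetylcholine EC80 with DMSO and 100% = DMSO without agonist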
Target sequence (P08912 whole entry, looked up): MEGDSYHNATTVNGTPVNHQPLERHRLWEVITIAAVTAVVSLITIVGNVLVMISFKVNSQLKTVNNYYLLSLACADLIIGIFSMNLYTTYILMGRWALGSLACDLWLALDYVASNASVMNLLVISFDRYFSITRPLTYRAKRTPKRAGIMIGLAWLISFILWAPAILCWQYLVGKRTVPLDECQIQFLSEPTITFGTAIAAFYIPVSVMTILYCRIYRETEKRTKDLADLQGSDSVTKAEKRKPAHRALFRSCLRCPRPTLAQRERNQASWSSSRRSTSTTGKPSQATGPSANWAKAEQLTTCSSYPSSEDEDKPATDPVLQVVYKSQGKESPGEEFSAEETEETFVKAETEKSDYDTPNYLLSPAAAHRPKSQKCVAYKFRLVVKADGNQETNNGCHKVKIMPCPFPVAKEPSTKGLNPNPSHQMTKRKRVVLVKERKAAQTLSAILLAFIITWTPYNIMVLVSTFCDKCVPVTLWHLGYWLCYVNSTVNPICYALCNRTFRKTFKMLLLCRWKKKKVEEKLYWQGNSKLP
CHRM4 agonist: CHRM4 agonism in calcium assay; P08173; CHO-K1 hM4/Gqi5, Fluo-8 calcium fluorescence; vehicle 0%, full acetylcholine response 100%; activation, % at 3 µM; hit rate 0.14% among 360,000;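 active means activation above the run mean over all test wells plus 3 SD, cut at about 32% in these data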;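 further: peak over basal fluorescence ratio per well then scaled between controls; 0% = DMSO wells and 100% = acetylcholine at EC100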
M5 PAM: potentiates acetylcholine response at human M5 receptor | activation, % at 3 µM | P08912 | AID 624038 | hit rate 0.3% among 360,000 | CHO-K1 hM5, Fluo-8 calcium, ACh EC20 PAM; 0% = ACh EC20, 100% = ACh EC100;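 active means activation above the run cutoff, the mean activation of all test compounds plus 3 SD, cut at about 18% in these data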
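Replicates: One well per compound, no replicates | System: Human M5 receptor in CHO-K1 cells | Benchmarks: Low control EC20 acetylcholine (0%), high control EC100 acetylcholine (100%) | Probe or stimulus: Acetylcholine, EC20 level | Times: Fluo-8 loading 80 min at 37 °C plus 30 min room temperature | Signal: Intracellular calcium via Fluo-8 fluorescence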
M1 PAM: potentiates human M1 receptor response to acetylcholine. P11229. CHO-K1 hM1, Fluo-8 calcium fluorescence, ACh EC20; 0% = ACh EC20, 100% = maximal ACh. activation, % at 3 µM. hit rate 0.088% among 360,000. AID 588819; in the data active means activation above about 19%, passing the limit was not always enough
M1 antag: antagonists of human M1 muscarinic receptor; AID 588852; CHO-K1 hM1, Fluo-8 calcium fluorescence, ACh EC80 antagonist; hit rate 1.3% among 360,000; inhibition, % at 3 µM;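 active means percent inhibition above its own plate's cutoff, namely the mean of that plate's compound wells plus 3 SD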;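 further: peak over basal fluorescence ratio during 140 s after agonist addition; 0% = ACh EC80 plus DMSO and 100% = DMSO alone without agonist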
CHRM5 agonist: agonists of human muscarinic M5 receptor (CHRM5); CHO-K1 hM5 cells, Fluo-8 calcium fluorescence; 0% DMSO wells, 100% maximal acetylcholine response; activation, % at 3 µM; hit rate 0.19% among 360,000;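 active means activation above the run's mean over test compounds plus 3 SD, cut at about 23% in these data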;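 further: signal is peak over basal fluorescence ratio across the kinetic read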
CRFBP-R2 agonist: agonists of human CRF-binding protein/CRF-R2 receptor complex; activation, % at 13.2 µM; HEK293 CRF-R2/CRF-BP, calcium dye fluorescence (FLIPR); percent of saturating CRF peptide response; hit rate 0.46% among 350,000;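 active means activation of at least 50%, plus an integration ratio under a set limit after plate pattern correction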;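 further: plate controls were neutral control wells without compound for no effect and CRF at EC100 for full effect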
CHRM4 PAM: CHRM4 positive allosteric modulation. P08173. CHO-K1 hM4/Gqi5, Fluo-8 calcium fluorescence, ACh EC20; 0% = ACh EC20, 100% = maximal ACh. hit rate 0.4% among 360,000. activation, % at 3 µM;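 active means activation above its plate's cutoff, the mean activation of sample wells plus 3 SD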; further: some results filed as inactive read as strong as hits
The depositor's hits bear a star; x = no result given. Compounds were not picked by outcome; about 2.8% have a hit in one of these screens.

SMILES	M4 antag	M5 antag	CHRM4 agonist	M5 PAM	M1 PAM	M1 antag	CHRM5 agonist	CRFBP-R2 agonist	CHRM4 PAM
O=C1CCCCC1Nc1ccc(Cl)cc1 (centres undefined)	6	10	0	-2	0	-2	-1	-4.0	-3
COc1ccc(CCC(=O)Nc2nnc(C(F)(F)F)s2)cc1	-4	4	8	-1	5	-4	-1	0.5	4
COc1ccccc1NC(=O)CCN1CC(C)OC(C)C1 (centres undefined)	6	-3	1	-1	14	-20	-1	2.6	13
COc1ccc(CNC(=O)C2CC=CCC2C(=O)O)cc1OC (centres undefined)	-4	4	0	-3	2	-4	-2	-0.8	4
Cc1nc2sccn2c(=O)c1S(=O)(=O)N1CCN(c2ccccc2F)CC1	8	11	18	-16	-13	19	4	x	-8
CC(=O)c1sc(N/N=C/c2cccc(O)c2)nc1C	3	4	2	-7	4	2	3	16	-5
O=C(CN1CCN(Cc2ccc(Cl)cc2)CC1)N/N=C/c1cccc(F)c1	12	4	1	-2	1	-9	-1	1.1	-10
CCCn1c(=O)c2c(c3ccccc31)OCC(=O)N2	-5	1	1	-1	3	-17	-2	0.1	7
c1ccc(-c2cc3c(N4CCN(c5ncccn5)CC4)ncnc3s2)cc1	0	0	4	-7	-1	1	-2	-1.6	-6
O=[N+]([O-])c1ccc(Cl)c(C2Nc3cccc4cccc(c34)N2)c1	14	4	0	-3	-1	6	-3	-1.1	-5
CCc1cccc(NC(=O)Cn2cc(C=O)c3ccccc32)c1	8	17	15	-27	-13	26	3	1.5	-19
COC(=O)c1cc(C(=O)Nc2nc3ccccc3[nH]2)cc([N+](=O)[O-])c1	-6	-3	4	-2	0	-2	-1	0.7	0
Cc1cc(NC(=O)CCC(=O)N(CC(=O)NCC2CCCO2)c2ccc3c(c2)OCCO3)no1 (centres undefined)	2	-6	1	-3	11	-4	0	0.7	-2
CC1CC(C)CN(S(=O)(=O)N2CCCC(C(=O)NC(C)c3ccccc3)C2)C1 (centres undefined)	-11	1	2	-1	0	3	-3	-0.3	6
CC(NC(=O)C1CCN(C(=O)c2ccc(F)cc2)CC1)c1ccc(-n2ccnc2)cc1 (centres undefined)	17	10	1	-1	-6	10	-8	-1.9	-11
Cn1c(CN2CCOCC2)nc2cc(NC(=O)c3ccc(Cl)cc3)ccc21	-3	1	2	1	4	-8	0	-3.8	-2
Cc1c(C#N)c(N)nc(Cl)c1C#N	-6	-27	1	10	15	-5	0	0.0	2
CCCCOc1ccc(NC(=O)Nc2nnc(C)s2)cc1	2	8	0	1	4	-7	2	0.0	0
CN(C)C(=S)Oc1ccccc1-c1ccccc1OC(=S)N(C)C	-3	10	4	-2	3	2	-6	-0.3	-2
CC(C)[C@H](NC(=O)NCCc1ccc(F)cc1)C(=O)O	2	14	1	-2	13	-8	2	-1.0	-3
Cc1cc2ncn(CCCCOc3ccccc3)c2cc1C	13	10	2	-8	-1	-3	2	-2.1	-10
Cc1ccc(S(=O)(=O)N2CCN(C(=O)c3ccc(S(=O)(=O)N4CCCC4)cc3)CC2)cc1	2	-2	1	-5	12	-17	-6	-0.5	1
O=C(NCCN1CCOCC1)c1ccccc1[N+](=O)[O-]	-1	8	0	6	7	-34	-3	-1.2	-1
CCN(CC)C(=O)C1CCCN(Cc2ccccc2C(F)(F)F)C1 (centres undefined)	6	-1	0	1	5	-8	-3	-1.0	-7
CC(C)OCCCn1c(SCC(=O)N2CCc3ccccc32)nc2ccccc2c1=O	-5	0	5	-6	-7	5	0	-1.4	-5
Cc1cc(C)c(N(C(=O)Cn2nnc3ccccc32)C(C(=O)NC(C)(C)C)c2ccsc2)c(C)c1 (centres undefined)	8	5	3	-7	-6	5	1	-1.4	-7
CN(Cc1ccccc1)C(=O)CC(=O)N(C)Cc1ccccc1	16	6	0	-2	12	-11	-3	0.9	-9
Cc1cc2cc(CNC(=O)C3CCCC3)ccc2n1C	1	4	4	-3	-2	-3	0	3.7	-4
Cc1ccccc1OCC(=O)Nn1c(COc2ccccc2)nc2ccccc2c1=O	-2	1	9	-13	-3	2	-4	1.5	-7
Cc1ccc(S(=O)(=O)N2CCCCC2)cc1C(=O)N1CCCCCC1	-4	9	3	6	3	2	4	0.6	5
O=C(O)CC1(CC(=O)N2CCOCC2)CCCC1	-7	5	1	1	16	-22	-2	-1.0	2
CCCCN(CCCC)C(=O)C1CC=CCC1C(=O)O (centres undefined)	5	-3	0	7	13	-4	-2	-0.9	0
O=C(Nc1ccc(Cl)cc1C(=O)Nc1ccc(Br)cn1)c1ccco1	12	-2	2	4	-9	5	-2	-1.6	3
COc1cc(/C=C/c2onc(C)c2[N+](=O)[O-])cc(OC)c1OC	1	9	1	-1	10	-14	2	9.7	-9
C=CCCC(=O)N1CCC(Oc2cccc(C(=O)NCc3ccccn3)c2)CC1	-5	-10	2	7	12	-11	2	-9.1	6
S=C1NCN(Cc2ccccc2)CN1C1CCCCC1	0	-9	1	21*	6	-9	-1	-1.7	0
CCCCCCc1c(O)nc(SCC(=O)O)[nH]c1=O	-7	2	0	-2	11	-9	3	-0.2	6
O=C(N/N=C/c1c[nH]c2ccccc12)c1ccncc1	4	6	19	-16	-1	27	2	1.5	-15
O=C(NC1CCCN(Cc2ccc(Cl)cc2)C1)c1c(F)ccc(F)c1F (centres undefined)	-18	-5	0	9	8	-8	-7	-1.0	7
Cc1ccc(COc2ccsc2C(=O)NN)cc1	9	16	1	-8	10	-5	-6	-1.4	-5
CN(C)c1ccc(C(=O)NCCCSc2ccccc2)cc1	-2	8	1	-8	7	-11	-3	-0.5	-5
O=C(CNC(=O)c1cccs1)Nc1cccc(S(=O)(=O)N2CCOCC2)c1	4	2	0	-2	0	-2	-2	3.3	-1
COc1ccc(CN2[C@@H](CC(=O)O)c3cc(C(F)(F)F)ccc3S2(=O)=O)cc1	3	7	1	7	7	-1	1	-2.3	8
COc1ccc(CCC(C)Nc2ccccc2F)cc1 (centres undefined)	-11	6	0	-5	-4	6	-2	-0.2	4
O=S(=O)(NCC(O)COCc1ccco1)c1cccs1 (centres undefined)	-7	-1	0	-7	9	-35	-2	0.8	6
COc1ccc(CCNS(=O)(=O)c2cccc3nsnc23)cc1OC	-10	-4	1	-5	3	2	2	-0.4	3
CC[C@@]1(C(=O)OC)N[C@H](CN(C)C(=O)COc2ccccc2)[C@@H]2C(=O)N(C)C(=O)[C@@H]21	-3	-7	1	-2	5	-9	2	1.4	-5
COc1ccc(/C=C(\NC(=O)c2ccccc2)C(=O)NC2CCS(=O)(=O)C2)cc1 (centres undefined)	-2	2	0	5	4	-5	-3	0.8	-6
CCCNC(=S)Nc1ccccc1	14	16	0	-9	2	1	-3	-0.1	-6
O=C(Oc1ccc(Cl)cc1)N1CCOCC1	10	-1	1	6	7	-15	2	0.9	-4
CC1(c2nnc(-c3ccc(Cl)cc3)o2)CC(c2c(Cl)cccc2Cl)=NO1 (centres undefined)	7	14	11	-16	-4	5	-2	-0.6	-7
O=C(/C=C/Nc1ccc(F)cc1)c1cccs1	6	1	1	-6	1	1	-2	-1.7	-1
Cc1ccc(S(=O)(=O)Nc2ccc(S(=O)(=O)N3CCCC3)cc2)cc1	-1	0	0	0	12	-14	2	-1.9	20
COc1ccc(-c2nnc(SCC(=O)N3CCCCC3)o2)c(OC)c1	-4	-10	2	3	8	-10	0	-2.2	-2
Cc1cc(=O)oc2c3c4c(cc12)OCCN4CCC3	-1	-4	1	-5	2	-3	-7	10.0	-3
NC(=O)c1cc[n+](CC2=C(C(=O)O)N3C(=O)[C@@H](NC(=O)C(c4ccccc4)S(=O)(=O)[O-])[C@H]3SC2)cc1 (some centres undefined)	0	2	1	1	6	-29	1	5.6	3
O=C(c1ccccc1)c1cc(F)c(N2CCOCC2)cc1Cl	-4	3	5	-9	2	2	-1	-1.5	3
CCCNC(=O)C1(C)CCCN(C(=O)c2cc(C)n(C(C)(C)C)n2)C1 (centres undefined)	1	10	1	-1	3	-4	1	x	1
CC(SC(C)C(=O)NN=Cc1c[nH]c2ccccc12)C(=O)NN=Cc1c[nH]c2ccccc12 (centres undefined)	-10	-3	1	12	7	-14	-3	-0.6	9
CC(=O)c1ccc(OC(C)C(=O)Nc2cccc(S(=O)(=O)NCc3ccco3)c2)cc1 (centres undefined)	4	6	4	-10	-3	4	2	0.0	-6

The list continues.
SMILES	M4 antag	M5 antag	CHRM4 agonist	M5 PAM	M1 PAM	M1 antag	CHRM5 agonist	CRFBP-R2 agonist	CHRM4 PAM
CC(=O)N1c2ccc(S(=O)(=O)NCCc3ccc(S(N)(=O)=O)cc3)cc2CC1C (centres undefined)	-5	10	0	-5	-7	24	-2	0.3	-6
COc1cc(/C=C(/NC(=O)c2ccccc2)C(=O)Nc2ccc(O)cc2)c([N+](=O)[O-])cc1OC	3	3	1	-7	3	-5	1	-1.7	1
CCCN(C(=O)c1cnccn1)c1c(N)n(Cc2ccccc2)c(=O)[nH]c1=O	-2	8	1	6	8	-6	3	-1.0	3
COCCNC(=O)CCc1nc2cccnc2n1Cc1ccc(OC)cc1	-3	15	17	-9	-3	5	3	-0.1	-6
CN1C(=O)C(/C(N)=N/NC(=O)c2ccccc2)C2CC1(C)Oc1ccccc12 (centres undefined)	-6	2	1	-1	1	5	-1	-1.5	8
COc1ccccc1/C=C/c1onc(C)c1S(=O)(=O)N1CCC(C(=O)NC(C)C)CC1	-1	0	3	-7	6	-9	3	-0.5	0
Cc1cc(NC(=O)CSc2ccc3nnc(CCNC(=O)c4ccccc4)n3n2)no1	-3	1	1	-4	10	-19	-7	0.8	30*
CCCc1nc2c(sc3nc4c(cc32)COC(C)(C)C4)c(=O)n1CCN(C)C	-8	5	4	2	3	-5	3	1.1	0
Cc1cc(N/N=C/c2cccc(Cl)c2)nc(-n2nc(C)cc2C)n1	2	7	0	-3	8	-12	0	0.7	1
Cc1c(NC(=O)C(C)OC(=O)c2ccc(NC(=O)CC#N)cc2)c(=O)n(-c2ccccc2)n1C (centres undefined)	-6	3	0	-2	3	-13	3	0.9	-1
CC(=O)CC1=NC(C)(C)Cc2ccccc21	2	-8	0	-4	-3	-6	0	-0.5	0
CSc1ccc(CN2CCC2(C)C(=O)NCc2ccc3c(c2)OCO3)cc1 (centres undefined)	-24	-10	4	-1	-3	-1	-2	x	7
CC1(C)Cc2c(C#N)c(NCCN3CCOCC3)nc(-c3ccccc3)c2CO1	-6	0	1	8	9	-16	-5	-0.2	5

Shown field by field: three of the compounds above
> Cc1cc(N/N=C/c2cccc(Cl)c2)nc(-n2nc(C)cc2C)n1
- M4 antag: 2
- M5 antag: 7
- CHRM4 agonist: 0
- M5 PAM: -3
- M1 PAM: 8
- M1 antag: -12
- CHRM5 agonist: 0
- CRFBP-R2 agonist: 0.7
- CHRM4 PAM: 1
> Cc1c(NC(=O)C(C)OC(=O)c2ccc(NC(=O)CC#N)cc2)c(=O)n(-c2ccccc2)n1C (centres undefined)
- M4 antag: -6
- M5 antag: 3
- CHRM4 agonist: 0
- M5 PAM: -2
- M1 PAM: 3
- M1 antag: -13
- CHRM5 agonist: 3
- CRFBP-R2 agonist: 0.9
- CHRM4 PAM: -1
> CC(=O)CC1=NC(C)(C)Cc2ccccc21
- M4 antag: 2
- M5 antag: -8
- CHRM4 agonist: 0
- M5 PAM: -4
- M1 PAM: -3
- M1 antag: -6
- CHRM5 agonist: 0
- CRFBP-R2 agonist: -0.5
- CHRM4 PAM: 0

High-throughput results (PubChem)
